ARNT-TACC3 inh: disrupts binding between human ARNT and TACC3. Q9Y6A5. AlphaScreen His-ARNT PAS-B/GST-TACC3 binding, luminescence; TACC3 fragment carries E629A point mutation. inhibition, % at 9.99 µM. 390,000 tested, 0.66% active. AID 623870;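 active = mean inhibition of replicates at least 50% and at least half of replicates each reaching 50%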;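 note: 0% = complete ARNT plus TACC3 wells and 100% = ARNT alone without TACC3; many hits fall short of the cut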
PAX8 reporter: PAX8 transcriptional activity inhibition; 360,000 tested, 1.2% active; inhibition, % at 12.6 µM; AID 652154; RMG-I TPO-luciferase reporter, SteadyGlo, 24 h;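 active = mean replicate inhibition at least 60% with every replicate also reaching 60%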;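 note: luciferase light reporting Pax8 driven TPO promoter activity; plate controls were median of neutral control wells for no effect and mitoxantrone controls for full effect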
The depositor's hits bear a star. These rows are one share of the data; count on the stated rates, not on these rows.

canonical_smiles | PAX8 reporter | ARNT-TACC3 inh
CC1Cc2ccccc2N1C(=O)c1cc2sccc2n1Cc1ccccc1 (stereo unspecified) | 18 | -2
CC(=O)N1CCc2cc(S(=O)(=O)NC(CC(C)C)C(=O)Nc3cc(C(=O)O)ccc3C)ccc21 (stereo unspecified) | 8 | 4
CCC(=O)Nc1c(-c2ccc(OC)cc2)c(=O)c2ccccc2n1C | -7 | -7
CCOC(=O)C(C)Sc1ncc(OC)c(=O)[nH]1 (stereo unspecified) | -15 | -2
N#CCSc1nnc(-c2ccccc2O)n1CCc1ccccc1 | 5 | -3
CC(C)(C)n1nnnc1CN1CCN2CCCC2C1 (stereo unspecified) | 3 | -8
Cc1c(C(=O)OC(C)C)nnn1-c1nonc1N | -11 | -3
CCc1ccc(C2C3=C(CC(C)(C)CC3=O)Nc3c2c(=O)[nH]c2nc(C)nn32)cc1 (stereo unspecified) | 8 | -6
COc1cc(/C=N\NC(=O)c2sc(N)nc2C)cc(OC)c1OC | 24 | 49*
C1CCC2(CC1)C1=C(CCCC1)Nc1nnnn12 | 7 | 5
CCCOC(=O)CSC1=C(C#N)C(c2ccc3c(c2)OCO3)CC(=O)N1 (stereo unspecified) | 6 | 5
NCCCSC1=NCCCN1 | -4 | 0
COc1cc2c3c(c1)-c1c(sn(-c4cc(OC)ccc4OC)c1=S)C(C)(C)N3C(=O)C2=O | -16 | -1
CSc1nsc(SCC(=O)Nc2c(C)n(C)n(-c3ccccc3)c2=O)n1 | 21 | -1
COc1cccc(CN(CC(=O)NCC2CCCO2)C(=O)CCC(=O)Nc2cc(C)on2)c1 (stereo unspecified) | -2 | -16

(list continues)
canonical_smiles | PAX8 reporter | ARNT-TACC3 inh
COc1ccccc1NS(=O)(=O)c1ccc(C)c(C(N)=O)c1 | 12 | -1
COc1cc(/C=N/NC(N)=S)ccc1OC(=O)c1ccc(C)cc1 | 81* | 2
COc1ccc(-c2nnc(SCC#N)o2)cc1 | -29 | -2
COc1ccc(NC(=O)c2ccc(NS(=O)(=O)c3c(C)noc3C)cc2)cc1OC | 10 | -5
Cc1cc(C)cc(N2CC34C=CC(O3)C(C(=O)OCC(=O)NCc3ccco3)C4C2=O)c1 (stereo unspecified) | 7 | -6
CCOC(=O)c1cc(-c2ccccc2)sc1NC(=O)CN1C(=O)NC(CC)(c2ccc(F)cc2)C1=O (stereo unspecified) | 4 | 6
CCc1ccc(C(=O)COC(=O)C(Cc2ccccc2)NC(=O)c2ccc(Cl)cc2)cc1 (stereo unspecified) | -13 | -3
CC(C)Oc1ccc(C2CC(=O)N(c3cccc(C(=O)O)c3)C2=O)cc1 (stereo unspecified) | -49 | -2
CCOC(=O)NCc1ccc(S(=O)(=O)Nc2ccccc2C)cc1 | 0 | -3
CCOc1cc(CNc2ccc3c(c2)CCC3)ccc1O | -6 | 4
CN(C)c1ccc(CN(C(=O)COc2ccccc2)C2CCS(=O)(=O)C2)cc1 (stereo unspecified) | 0 | 11
Cc1ccc(Nc2nc(CSc3nnnn3C)cs2)cc1 | -178 | 14
CC(C)(C)c1cc(NC(=O)CCSc2nnc3ccccn23)cc(C(C)(C)C)c1 | 8 | -11
COCCCNC(=O)COc1cc(C)c(Cl)c(C)c1 | 10 | -8
COc1ccccc1-c1nnc(-c2ccc(N3CCOCC3)cc2)o1 | -120 | -1

Additional compounds follow.
canonical_smiles | PAX8 reporter | ARNT-TACC3 inh
O=C(NCc1ccc2c(c1)OCO2)c1ccc(COc2cc(Cl)ccc2Cl)o1 | 10 | 3
CC1CCCCN1c1nc2nonc2nc1N1CCCCC1C (stereo unspecified) | 24 | 11
N#CC(C#N)=C1CCc2ccccc2N1 | 4 | 0
Cc1csc(SCc2ccccc2C(=O)O)n1 | -27 | -5
CS(=O)(=O)Nc1ccc(C(=O)NCCC2=CCCCC2)cc1 | -50 | -10
COc1ccc(NS(=O)(=O)c2ccc(NC(C)=O)cc2)cc1OC | 4 | 2
Cc1ccccc1-c1nc(CN2CCC(C(=O)NCCC3=CCCCC3)CC2)c(C)o1 | 5 | 2
COc1cc(/C=N/O)cc(Br)c1OS(=O)(=O)c1ccc(C)cc1 | 15 | 6
CC(C)(C)OC(=O)NCCc1nnc(SCC(N)=O)o1 | -13 | -9
CC1(C)OC(=O)N(CCc2ccccc2)C1(C)O (stereo unspecified) | -7 | -1
CC(=O)Nc1ccc(NC(=O)CSc2ccc(C)cc2)cc1 | 9 | -5
COc1ccccc1NC(=O)CN1CCN(Cc2ccccc2)CC1 | 20 | 16
Cc1ccc(S(=O)(=O)N2CCOCC2)cc1NC(=O)COC(=O)CSc1ccc(Br)cc1C | 5 | 2
NC(=O)c1sc2nc3c(c(-c4ccc(Cl)cc4)c2c1N)CCCC3 | -4 | 1
c1ccc2oc(SCc3cn4ccsc4n3)nc2c1 | -268 | 12

Carrying on.
canonical_smiles | PAX8 reporter | ARNT-TACC3 inh
COCCn1c(-c2cc(OC)c(OC)c(OC)c2)nc2oc3ccccc3c(=O)c2c1=O | -1 | 3
O=C(NCCCN1CCOCC1)c1ccc(-n2nc(C(F)(F)F)cc2-c2cccs2)cc1 | 36 | 3
CCOCC(=O)Nc1ccc(C)c(Cl)c1 | -9 | -3
S=C(NC1CCCCC1)N(CCc1nc2ccccc2[nH]1)C1CCCC1 | -3 | -4
CC1(C)CC(=O)c2sc(NC(=O)Cc3cccs3)nc2C1 | -51 | 27
Cc1ccc2c(C(=O)CN3CCOCC3)c(C)[nH]c2c1 | 0 | 14
O=C(Cn1cc(C(=O)C2CC2)c2ccccc21)NC1CCCC1 | -7 | -4
Cc1ccc(NC(=O)C(CC(C)C)NC(=O)C2CCC(C)CC2)nc1 (stereo unspecified) | -23 | -2
N#CCSc1nnc(COc2ccc3ccccc3c2)o1 | -35 | 2
O=C(Nc1nc(COc2ccccc2)cs1)C1CCC1 | -181 | -4
CCCSc1nc(C)cc(=O)[nH]1 | -4 | 5
N#Cc1c2n(c(=S)n(-c3ccccn3)c1=O)CCCCC2 | 7 | 3
CC(=O)Nc1cccc(-c2nc3ccccc3c(=O)o2)c1 | 16 | 2
C=CCNc1nc(-c2c(C)nc3sccn23)cs1 | -7 | -1
CC(=O)c1cc(F)c(N2CCCCCC2)cc1C | -47 | 2

Full records, looked up by structure. Values in the order: PAX8 reporter, ARNT-TACC3 inh
`S=C(NC1CCCCC1)N(CCc1nc2ccccc2[nH]1)C1CCCC1` across the screens: -3, -4
`O=C(Cn1cc(C(=O)C2CC2)c2ccccc21)NC1CCCC1` across the screens: -7, -4
`N#CCSc1nnc(COc2ccc3ccccc3c2)o1` across the screens: -35, 2
`O=C(NCCCN1CCOCC1)c1ccc(-n2nc(C(F)(F)F)cc2-c2cccs2)cc1` across the screens: 36, 3

(list continues)
canonical_smiles | PAX8 reporter | ARNT-TACC3 inh
O=[n+]1cc(-c2cc3ccccc3o2)n([O-])c2c1CCCC2 | -61 | -6
CCOc1cc(-c2nc3ccccn3c2NCC2CCCO2)ccc1O (stereo unspecified) | 14 | 6
Nc1nonc1-c1noc(COc2ccccc2Cl)n1 | -231 | -19
Cc1ccc(C)n1-c1nccc(-c2cccs2)n1 | -6 | 2
CCOc1ccc(S(=O)(=O)Nc2ccc3c(c2)OCO3)c2cccnc12 | -3 | 9
Cc1ccc(CN2C3=NC(=O)CN3c3ccccc32)cc1 | 24 | -5
COc1ccc2c(c1)c1nnc(SCC(=O)N3C(C)CCCC3C)nc1n2C (stereo unspecified) | 4 | 7
Cc1ccc(CN=C2Nc3ccccc3CS2)cc1 | -51 | 2
Cc1cc(C)cc(OC(=O)CS(=O)c2ccc(C(F)(F)F)cc2[N+](=O)[O-])c1 (stereo unspecified) | 13 | -6
Cc1ccc(CNS(=O)(=O)/C=C/c2ccc3c(c2)OCO3)cc1 | -2 | 1
COc1ccc(C(=O)NCC(=O)OCC(=O)Nc2c(C)n(C)n(-c3ccccc3)c2=O)cc1 | 14 | -7
CCOC(=O)c1cc2c(ccn2C)n1CC(=O)N1CCC(C)CC1 | -3 | -3
COc1ccc(OC)c(C(=O)COC(=O)CNC(=O)C2CCCCC2)c1 | 2 | -6
S=C(Nc1ccccc1)N1CCCCC1 | -8 | -4
Fc1ccccc1-c1nc(-c2ccccc2)no1 | -115 | 6

Other entries:
canonical_smiles | PAX8 reporter | ARNT-TACC3 inh
O=C(CSC1=Nc2ccccc2C2=NC(CC(=O)NCc3ccco3)C(=O)N12)NCC1CCCO1 (stereo unspecified) | -3 | -1
CCCOc1ccc(C2(C(=O)O)CCCC2)cc1 | 25 | -2
Cc1ccc(OCc2nnc(SCc3cc(=O)[nH]c4ccccc34)o2)cc1 | 12 | -3
Cc1cc(=O)[nH]c(SCc2cc(Cl)ccc2OC(F)F)n1 | -10 | -3
N#Cc1cccc(-c2nnc(SCc3ccccc3C#N)o2)c1 | -112 | -9
CCCCC(C(=O)NC(=O)NCc1ccccc1)N1C(=O)c2ccccc2C1=O (stereo unspecified) | -5 | -2
O=C1Nc2c(Br)cc(Br)cc2C1(O)N1CCOCC1 (stereo unspecified) | 6 | 6
O=[N+]([O-])c1c(Nc2ccccc2)ccc2nonc12 | 13 | 3
Clc1cc(Cl)c2nc(N3CCCC3)sc2c1 | -92 | -5
CCN(C(=O)c1c(-c2ccccc2)noc1C)c1ccccc1 | 5 | -9
Cc1occc1C(=O)Nc1cc(=O)n(C)c(=O)n1C | -7 | -2
CC(C)C(c1nnnn1C1CCCC1)N1CCc2ccccc21 (stereo unspecified) | -2 | 4
Cc1ccc(N2CC(C(=O)OCC(=O)C(C)(C)C)CC2=O)cc1C (stereo unspecified) | 8 | -4
COCCn1c(=O)[nH]c2cc(C(=O)NCCN3CCN(c4cccc(Cl)c4)CC3)ccc2c1=O | 2 | -3
COC(=O)C1=C(C)N(c2ccc(C)cc2)/C(=C/c2cccs2)C1=O | 6 | -7

New compounds follow:
canonical_smiles | PAX8 reporter | ARNT-TACC3 inh
O=C(CSc1nnc(CNC(=O)c2ccco2)o1)c1ccccc1 | 6 | -1
COc1cc(C2C(C#N)=C(N)Oc3cc(C)oc(=O)c32)ccc1OC(=O)N1CCOCC1 (stereo unspecified) | 7 | 7
CC(C)(C)c1cc[n+](/C(C(=S)NC2CC2)=C(/[O-])c2ccc(Cl)s2)cc1 | 9 | 23
COc1ccc(N(CC(=O)Nc2cc(Cl)ccc2OC)S(=O)(=O)c2c(C)noc2C)cc1 | 50 | 9
O=C(c1ccc(Cn2c(=O)[nH]c3ccccc3c2=O)cc1)N1CCN(c2ccc(Cl)cc2)CC1 | 31 | 2
CC(=O)Nc1nonc1-n1nnc(C(=O)NCc2ccccc2)c1C | 8 | 1
COc1cc(C(=O)N2CCC(n3c(C)nc4cc(F)ccc43)CC2)cc(OC)c1OC | 0 | -1
CCCN(CCC)CCCNS(=O)(=O)c1ccc2c(c1)oc(=O)n2C | -12 | 0
COc1ccc(C(=O)NCc2nnc(SCC(=O)Nc3cc(C)cc(C)c3)o2)cc1OC | 17 | -1
CCc1noc(C)c1C(=O)Nc1nc(-c2ccc(Cl)cc2Cl)c(C)s1 | 34 | -7
CCOC(=O)C1CCN(Cc2cnc(Oc3ccc(C(C)(C)C)cc3)s2)CC1 | -40 | -11
COc1cc(/C=C(\C#N)C(=O)NCC2CCCO2)c([N+](=O)[O-])cc1OC (stereo unspecified) | -1 | 0
CC(C)=C1SC(N2CCN(c3cccc(C(F)(F)F)c3)CC2)=NC1=O | 3 | -4
CCC(=O)N1CCc2cc(Br)cc(S(=O)(=O)N3CCCCCC3)c21 | 6 | 1
CC1C/C(=N/NC(=O)c2cccs2)CC(C)(C)C1 (stereo unspecified) | 6 | -1

Next section
canonical_smiles | PAX8 reporter | ARNT-TACC3 inh
O=C(c1c(F)c(F)c(F)c(F)c1F)N(Cc1ccccc1)Cc1ccccc1 | -23 | -2
O=C(CSc1nc2ccccc2c(=O)n1NC(=O)c1ccccc1)c1ccc(Cl)cc1 | -88 | 0
Oc1ccc(Br)cc1-c1nc2cnccn2c1NC1CCCC1 | 4 | -3
CCOc1ccccc1NC(=O)C1CCN(C(=O)NCc2ccccc2)CC1 | -2 | -5
COc1ccc(N2C(=O)CC(Cc3ccccc3)C2=O)cc1 (stereo unspecified) | -14 | -9
Cc1ccc(NC(=O)N2CCCC2C(=O)NCc2cccs2)cc1 (stereo unspecified) | 4 | -12
CC(C)(C)n1nnnc1C(c1cccs1)N(Cc1cccnc1)Cc1ccco1 (stereo unspecified) | -15 | -19
C=CCN1C(=O)S/C(=C/c2ccsc2)C1=O | -73 | -1
COc1ccc(-c2nsc(SCC(=O)Nc3cc(C)on3)n2)cc1 | 1 | -10
COC(=O)c1ccccc1NC(=O)Cn1c(=O)oc2ccc(Cl)cc21 | 7 | 3
O=C1C2CCC(C(O)C2)N1Cc1ccccc1 (stereo unspecified) | 26 | 4
Cc1ccc(C)c(OCC(=O)N/N=C/c2ccsc2)c1 | 11 | -3
COc1ccccc1CNC(=O)CNCC1CCCO1 (stereo unspecified) | -6 | -1
COc1cc(NC(=O)c2ncn[nH]2)cc(OC)c1OC | -9 | 17
CC(C)(NO)/C(=N/O)c1ccc(Br)cc1 | 4 | -3

Following part.
canonical_smiles | PAX8 reporter | ARNT-TACC3 inh
CC(C)C(=O)Nc1nnc(SCC(=O)NC2CC2)s1 | 7 | -6
COc1ccc(C(=O)Nn2c(SCC(=O)NCC3CCCO3)nc3ccccc3c2=O)cc1 (stereo unspecified) | 58 | 0
CCC(=O)N(Cc1cc2cc(OC)ccc2[nH]c1=O)c1cc(C)ccc1C | 19 | -3
CCc1ccc(C(=O)N2CCC(c3nc4ccccc4s3)CC2)cc1 | -60 | -6
O=C(CC1(O)C(=O)Nc2ccccc21)c1ccc(-n2cccc2)cc1 (stereo unspecified) | 0 | -8
CC(C)C1C(C#N)=C(N)Oc2n[nH]c(-c3cccs3)c21 (stereo unspecified) | 30 | -10
Cc1cc(OCc2nnc(SCC(=O)OC3CCCCC3)o2)ccc1Cl | -5 | -9
